# GPR151 activ: activators of human GPR151; Q8TDV0; PathHunter beta-arrestin GPR151 cells, luminescence; activation, % at 11.2 µM; hit rate 1% among 650,000; in the data active = activation above about 4.9%;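 note: 0% = median of compound wells and 100% = cells with positive control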
# Target sequence (Q8TDV0 whole entry, looked up): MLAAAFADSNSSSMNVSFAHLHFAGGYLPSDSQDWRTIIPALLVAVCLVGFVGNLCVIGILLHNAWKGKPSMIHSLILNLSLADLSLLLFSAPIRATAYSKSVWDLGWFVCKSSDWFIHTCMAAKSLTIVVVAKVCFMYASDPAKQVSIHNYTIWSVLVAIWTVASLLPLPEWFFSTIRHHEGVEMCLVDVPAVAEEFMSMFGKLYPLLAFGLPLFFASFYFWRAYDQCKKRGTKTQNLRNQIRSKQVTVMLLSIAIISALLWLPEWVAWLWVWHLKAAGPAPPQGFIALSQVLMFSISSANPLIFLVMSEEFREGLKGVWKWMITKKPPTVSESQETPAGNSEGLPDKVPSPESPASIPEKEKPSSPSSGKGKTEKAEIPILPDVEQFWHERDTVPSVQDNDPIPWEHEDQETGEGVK
# TEAD-YAP block: TEAD-YAP interaction inhibition; HEK-TIYL cells, TEAD-Gal4/YAP UAS-luciferase luminescence; inhibition, % at 9.12 µM; AID 1259422; hit rate 1.4% among 640,000; in the data active = inhibition above about 32%;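 note: 0% = median of test compound wells and 100% = reference inhibitor wells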
# FBW7 act: activators of human E3 ligase FBW7; hit rate 0.13% among 650,000; normalized activity (activation), % at 26.1 µM; Q969H0; AlphaScreen FBW7–phospho-cyclin E peptide binding, activator screen; in the data active = normalized activity above about 1.9%;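 note: purified mutant Fbw7 with reduced substrate affinity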
# MITF primary: human MITF inhibition, primary screen; O75030; AlphaScreen MITF homodimerization, bead proximity signal; inhibition, % at 2.6 µM; hit rate 0.91% among 650,000; AID 1259374; in the data active = inhibition above about 50%;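 note: 0% = vehicle wells with protein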
# Target sequence (O75030 whole entry, looked up): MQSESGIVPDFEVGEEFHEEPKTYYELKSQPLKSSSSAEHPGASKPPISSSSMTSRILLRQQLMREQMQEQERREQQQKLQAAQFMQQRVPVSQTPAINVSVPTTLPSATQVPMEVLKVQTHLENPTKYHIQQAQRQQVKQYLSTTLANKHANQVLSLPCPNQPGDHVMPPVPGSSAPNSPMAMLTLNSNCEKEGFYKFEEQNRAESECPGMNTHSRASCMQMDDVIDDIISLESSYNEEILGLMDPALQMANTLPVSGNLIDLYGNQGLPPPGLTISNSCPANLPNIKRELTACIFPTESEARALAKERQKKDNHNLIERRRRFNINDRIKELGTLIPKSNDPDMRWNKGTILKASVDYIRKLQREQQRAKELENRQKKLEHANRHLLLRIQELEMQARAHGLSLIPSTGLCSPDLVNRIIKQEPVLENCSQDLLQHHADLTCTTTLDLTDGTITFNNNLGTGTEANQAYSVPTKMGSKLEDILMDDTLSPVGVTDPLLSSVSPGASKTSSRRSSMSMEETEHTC
# * hit, by the source's call.
SMILES,GPR151 activ,TEAD-YAP block,FBW7 act,MITF primary
CCOC(=O)N1CCc2c(sc(NCc3cccs3)c2C(=O)Nc2ccccc2OCC)C1,0.4,-3.3,-0.1,1.7
COc1ccc(NC(=O)NCc2ccc(Cl)cc2Cl)c(OC)c1,0.9,-10.7,0.4,11.6
O=C1CSC(=O)N1Cc1ccccc1,1.8,4.0,-0.3,-4.0
CC(NC(=O)C1CCCN1C(=O)OCc1ccccc1)c1ccccc1 (centres undefined),-1.5,-2.9,0.0,16.4
CCOC(=O)C1=C(C)NC(=S)NC1c1ccccc1OC(F)F (centres undefined),0.2,1.6,0.0,4.9
COc1ccc(NC(=O)CSc2ccc(C(F)(F)F)cc2[N+](=O)[O-])cc1,1.4,2.3,0.0,-5.0
COc1ccccc1OCC(=O)N/N=C(\C)CC(=O)Nc1ccccc1NC(C)=O,-1.1,18.2,0.4,4.6
CCCCSc1nnc(CSc2ncccn2)n1-c1ccccc1,-1.2,3.2,0.1,-1.2
COc1ccc(/C=C/C(=O)NCC2CCC3(CCN(C(=O)Cc4ccccc4)CC3)O2)cc1 (centres undefined),-1.2,-6.0,0.0,-1.7
CN(Cc1ccc(Cl)cc1)C(=O)Cn1nc(C(=O)O)c2ccccc2c1=O,1.1,8.5,0.0,1.8
CN(C(=O)C(c1ccccc1)c1ccccc1)C1CCS(=O)(=O)C1 (centres undefined),1.3,-4.0,0.1,-12.1
CCN(CC)C(=O)C(=O)c1cn(CC(N)=O)c2ccccc12,-1.3,5.5,0.5,26.3
CCC1=NN2C(=N)/C(=C/c3cn(CCOc4cc(C)cc(CC)c4)c4ccccc34)C(=O)N=C2S1,-0.2,6.2,0.1,12.7
Cc1ccc(/C(O)=C2/C(=O)C(=O)N(CCN3CCOCC3)C2c2cccc(F)c2)cc1 (centres undefined),0.4,-11.2,0.1,1.0
CN(CP(=O)(O)CN1CCCCC1)S(C)(=O)=O,0.1,3.3,-0.1,14.1
O=C(O)CC(NC(=O)c1ccccc1)c1ccccc1 (centres undefined),0.2,-1.3,0.1,-25.3
CCn1c(=O)[nH]c2c(C(N)=O)nc(-c3ccccc3Cl)nc21,-0.7,-0.1,-0.1,12.6
O=C(Nc1ccc(N2CCN(Cc3ccccc3)CC2)cc1)c1ccco1,0.4,-3.6,0.5,8.6
O=C(NNC(=O)c1cccc(F)c1)C(=O)NC1CCCCC1,-2.7,-17.7,-0.1,-4.7
Cc1cccc(CN2CCN(C(=O)CCC3(Cc4ccco4)CCC(=O)N3)CC2=O)c1 (centres undefined),2.8,8.2,-0.1,13.3
O=C(Nc1ccc2c(c1)OCCO2)C1(c2cccs2)CCOCC1,0.9,0.8,0.0,13.5
CCc1ccc(C2=NC(c3cc(Br)ccc3OC)NC(c3ccccc3O)C2)cc1 (centres undefined),0.1,-62.7,-0.1,-3.0
CC1CC(C)CN(c2ncnc3c2cnn3-c2ccccc2)C1 (centres undefined),1.6,-55.9,0.1,7.7
Cc1ccc(C(=O)CSc2n[nH]c(-c3ccco3)n2)c(C)c1,-1.8,3.0,0.0,-17.4
O=C1CC(c2ccccc2)CC2=C1C(c1ccc(O)cc1)Nc1ccc(C(=O)c3ccccc3)cc1N2 (centres undefined),0.0,-4.2,-0.1,-2.3
COCCC(=O)Nc1ccc2c(c1)CN(Cc1cccn1-c1ncccn1)CC2,0.1,-12.2,0.1,9.7
Cn1c(-c2cccc([N+](=O)[O-])c2)cnc1NCc1cc(Cl)ccc1O,1.8,-8.6,-0.1,38.4
COCCN1C(=S)NC2c3cc(C)ccc3OC1(C)C2C(=O)Nc1ccc(C)cc1C (centres undefined),-0.5,5.7,0.3,8.3
Cc1cccc(C)c1NS(=O)(=O)c1ccc(NC(=O)CSc2ccc(Cl)cc2)cc1,0.0,-16.1,0.0,-3.1
O=C1C(Nc2ccc(Cl)cc2)=C(N2CCCC2)C(=O)c2ccccc21,-0.6,-3.7,-0.1,-4.5

# Ordered by formula weight (falling): part of the list above.
SMILES,GPR151 activ,TEAD-YAP block,FBW7 act,MITF primary
COCCN1C(=S)NC2c3cc(C)ccc3OC1(C)C2C(=O)Nc1ccc(C)cc1C (centres undefined),-0.5,5.7,0.3,8.3
Cn1c(-c2cccc([N+](=O)[O-])c2)cnc1NCc1cc(Cl)ccc1O,1.8,-8.6,-0.1,38.4
O=C1C(Nc2ccc(Cl)cc2)=C(N2CCCC2)C(=O)c2ccccc21,-0.6,-3.7,-0.1,-4.5
O=C(O)CC(NC(=O)c1ccccc1)c1ccccc1 (centres undefined),0.2,-1.3,0.1,-25.3

# (further entries)
SMILES,GPR151 activ,TEAD-YAP block,FBW7 act,MITF primary
O=C(NCc1ccccn1)C(=O)C1C(=O)Nc2ccccc21 (centres undefined),-1.6,2.7,-0.1,1.5
CCCCNc1nc(SCC(N)=O)nc(N(C)C)n1,1.5,2.9,0.0,8.0
CC(=O)Nc1ccc(C(=O)N2CCc3c(cnc(C)c3CNC(=O)c3ccsc3)C2)cc1,-0.1,-3.9,0.1,5.5
CCc1ccc(CNC(=O)c2ccc(NC(=O)C3=C(C)OCCS3)cc2Cl)cc1,-1.5,-0.8,-0.1,10.2
N#CC1=C(S)N(c2ccc(F)cc2)C2(CCCCC2)NC1=O,-0.4,-3.2,0.3,14.9
Cc1ccccc1C1(CC(=O)N2CCCCC2CO)CC(=O)N(Cc2cccnc2)C1=O (centres undefined),0.1,-0.6,0.3,15.7
COc1ccc(CNC(=O)Cc2cccs2)cc1,1.0,-16.3,0.3,-11.7
CS(=O)(=O)c1ccc2c(c1)CCN2S(=O)(=O)c1ccc2oc(=O)ccc2c1,-0.5,6.0,0.1,18.3
Cc1ccc(-n2nc3cc(C)c(NC(=O)c4cc5ccccc5o4)cc3n2)cc1,2.7,6.9,0.0,-3.4
O=C(NNc1ccccc1[N+](=O)[O-])c1ccccc1,-1.6,-7.3,-0.2,-17.2
COc1ccccc1C(C)NC(=O)c1ccccc1C(F)(F)F (centres undefined),1.0,-10.1,-0.1,-7.3
CC12C(=O)N(c3cccc([N+](=O)[O-])c3)C(=O)C1C1C=CC2C1 (centres undefined),-0.6,-15.2,0.3,14.4
CC(=O)Nc1ccc(Nc2cc(C)nc(Nc3ccc(-n4ccnc4)cc3)n2)cc1,-0.7,3.0,-0.2,1.4
CC1CCN(S(=O)(=O)c2ccc3c(c2)oc(=O)n3CC(=O)N2CC(C)CC(C)C2)CC1 (centres undefined),-0.4,3.5,-0.1,-1.8
CCN1C(=O)/C(=C\c2nc3ccccc3c(=O)[nH]2)c2ccccc21,-0.7,-9.2,0.8,8.2
CCOc1ccccc1-c1cc(C(=O)N/N=C(/C)c2ccc(OC)c(OC)c2)[nH]n1,0.5,39.5*,0.3,9.0
Cc1ccc(S(=O)(=O)N2CCc3ccccc32)cc1[N+](=O)[O-],1.7,56.1*,-0.8,12.9
COc1ccc(-c2nc(NC3CCN(Cc4ccccc4)CC3)c3ncn(-c4ccccc4)c3n2)cn1,-0.5,-6.6,-0.1,0.9
CC1=CSC2=NC(=O)/C(=C\c3cccn3-c3ccccc3)C(=N)N12,-0.2,11.2,-0.1,-1.9
c1ccc(CN2CCC(Nc3nc(N4CCc5ccccc5C4)nc4c3ncn4C3CCCCC3)CC2)cc1,0.0,-1.9,0.0,12.5
CC1CCCC(C)N1CC(O)COc1ccc([N+](=O)[O-])cc1 (centres undefined),-0.5,11.0,-0.1,4.9
CCCn1c(NC(=O)C2CCCCC2)nc2ccccc21,0.4,16.9,0.0,-20.1
Cn1c(=O)cc(SCC(=O)O)c2cc(Cl)ccc21,0.3,0.4,0.0,13.7
CCOc1ccc(NC(=O)CSc2nc3ccsc3c(=O)n2Cc2ccc(OC)cc2)cc1,-0.4,-0.7,0.0,-7.8
COC(=O)c1ccccc1NC(=O)C1CCCN1S(=O)(=O)c1cccc2cccnc12 (centres undefined),0.8,-7.1,0.0,-11.0
COc1ccc(C(=O)ON2C(=O)c3cccc4c(Cl)ccc(c34)C2=O)cc1,1.3,2.7,0.4,21.1
CCOc1cc(/C=c2\sc3nc(-c4cccnc4)nn3c2=O)ccc1OC(C)=O,1.6,2.6,0.2,3.0
CC(=O)NC1=NC(=O)/C(=C\c2ccc(N(C)C)c(Br)c2)S1,-0.4,-19.9,0.1,21.7
COc1ccccc1C1=NN(c2nc(-c3ccccc3)c3cc(C)ccc3n2)C(c2ccc(Br)cc2)C1 (centres undefined),-0.1,-5.8,0.0,-15.1
O=C(CSc1nc2ccccc2n1CC(=O)N1CCOCC1)NC1CC1,-0.1,7.8,0.0,-22.7
CCOC(=O)c1ccc(N2C(=O)CC(NNC(=O)c3ccccc3C)C2=O)cc1 (centres undefined),-1.1,-8.0,0.1,9.6
CC1CCCC(NC(=O)CC(C)(C)CC2=NS(=O)(=O)c3ccccc3N2)C1C (centres undefined),-0.7,-11.0,-0.2,-8.9
COc1ccc(-c2csc3ncc(C(=O)Nc4ccc(SC)cc4C)c(=O)n23)cc1,1.1,-2.6,0.1,2.3
CCOC(=O)c1ccc(NC(=O)c2c(NCc3cc(OC)c(OC)cc3OC)sc3c2CCCC3)cc1,-0.8,4.7,-0.1,14.1
CC(C)c1ccc(NC(=O)CSc2nc3ccccc3n2S(=O)(=O)c2ccccc2)cc1,0.2,2.4,0.0,1.0
O=C(Cn1c(-c2ccncc2)nc2ccccc21)Nc1cccc(Cl)c1,-1.0,-7.0,0.6,13.8
CCOC(=O)c1sc(N/N=C/c2ccc(O)cc2)nc1C,0.0,-27.2,-0.4,3.2
COc1ccc(NC(=O)COC(=O)C2CC(=O)N(c3ccc(C)c(C)c3)C2)cc1 (centres undefined),0.2,2.5,0.3,2.2
CCc1cccc(NC(=O)CN(C)S(=O)(=O)c2ccc3c(c2)c(=O)n(C)c(=O)n3C)c1,-0.4,-5.3,-0.1,10.1
COC(=O)c1c(NC(=O)C(C)(C)C)sc2c1CCC(C)C2 (centres undefined),2.5,-0.9,0.1,-0.3
O=C(Nc1cc(Oc2ccc(I)cc2)cc([N+](=O)[O-])c1)c1cccc(Cl)c1,-0.1,-0.2,0.0,-20.4
O=C(O)COc1ccc(Br)cc1/C=N\Nc1nncc(-c2ccccc2)n1,0.4,1.6,0.1,-2.1
COCCCNCc1c(C(=O)O)n(Cc2ccc(F)cc2Cl)c2ccccc12,-0.1,6.2,0.0,11.4
CCc1nnc(NC(=O)CSc2nnc(C)c(=O)[nH]2)s1,-1.1,7.1,-0.2,-0.8
CCC(CC)c1nnc(NC(=O)CN2C(=O)C3CC=CCC3C2=O)s1 (centres undefined),-0.7,-2.4,-0.2,1.9

# Retrieved by structure from the list above (4):
SMILES,GPR151 activ,TEAD-YAP block,FBW7 act,MITF primary
CCOC(=O)c1ccc(NC(=O)c2c(NCc3cc(OC)c(OC)cc3OC)sc3c2CCCC3)cc1,-0.8,4.7,-0.1,14.1
CCOC(=O)c1sc(N/N=C/c2ccc(O)cc2)nc1C,0.0,-27.2,-0.4,3.2
CCc1cccc(NC(=O)CN(C)S(=O)(=O)c2ccc3c(c2)c(=O)n(C)c(=O)n3C)c1,-0.4,-5.3,-0.1,10.1
O=C(Cn1c(-c2ccncc2)nc2ccccc21)Nc1cccc(Cl)c1,-1.0,-7.0,0.6,13.8

# (list continues)
SMILES,GPR151 activ,TEAD-YAP block,FBW7 act,MITF primary
CC1CC(Nc2ccccc2)c2ccccc2N1C(=O)c1ccc(Cl)cc1Cl (centres undefined),-0.6,10.6,-0.1,3.5
Cc1ccccc1-c1nnc(CN2CCN(c3ccccc3)CC2)o1,1.6,-1.7,-0.1,-4.2
CC1CN(C(=S)c2ccc(Cl)cc2)CC(C)O1 (centres undefined),0.5,0.5,-0.2,1.4
CCCOc1ccc(N2C(=O)CC(N(Cc3ccco3)C(=O)CCC(=O)O)C2=O)cc1 (centres undefined),-0.1,8.2,-0.1,-24.5
O=C(CN1CCC(NC(=O)c2ccc(F)cc2)CC1)Nc1ccc2c(c1)CCC2,0.2,23.6,0.0,5.3
CC1CCc2nn(CC(=O)NCC(C)c3ccccc3)cc2C1 (centres undefined),-1.0,6.8,0.2,-2.3
COc1ccccc1NNC(=O)C(O)(c1ccccc1)c1ccccc1,0.4,6.9,0.6,10.0
CCC(=O)Nc1nc2c(s1)C(=O)CC(C(=O)NC1CCCCC1)C2 (centres undefined),1.6,1.5,0.5,16.4
COc1ccc(OC)c(-n2nnnc2SCC(=O)N2CCc3ccccc32)c1,-1.1,2.5,0.1,9.9
CCCCOc1ccc(C(=O)NCCOc2ccccc2Cc2ccccc2)cc1,0.8,-9.4,-0.2,-4.3
CCSc1ccc(CC(=O)Nc2sccc2C(=O)NC)cc1,2.3,-6.6,0.0,-0.8
CCNC(=O)c1c(NC(=O)/C=C/c2ccco2)sc2c1CCCC2,1.1,1.1,0.8,-0.9
CCC1CCCCN1C1CC(=O)N(c2ccc(NC(C)=O)cc2)C1=O (centres undefined),-1.0,-6.2,0.1,-5.3
O=C(NC[C@@H]1CCCN(C(=O)c2cscn2)C1)c1cccs1,1.7,0.2,-0.1,-7.4

# Bioassay records (PubChem)
